# TRPC4 inh – inhibitors of mouse TRPC4 channel. HEK293 TRPC4beta/mu-opioid, DAMGO-evoked Fluo4 calcium flux; hits give low values. B-score at 10 µM. 0.39% of 300,000 active. AID 2247;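 active = B-score over 3 SD under the library average, no early fluorescence shift, positive overall ratio signal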
#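 Assay system: HEK293 cells with stable TRPC4beta plus mu-opioid receptor expression. Dosing: single dose. Measured by: Fluo4 Ca2+ flux fluorescence. Also added: DAMGO in two steps, submaximal then maximal. Read-out: B score from integrated Fluo4 fluorescence ratio.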
# MrgX1 allo act – human MrgX1 positive allosteric modulation, primary screen; Q96LB2; MrgX1-HEK293, Fluo-4 calcium flux, FDSS; hits give high values; B-score at 10 µM; 0.63% of 310,000 active;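 active = plate-corrected calcium response at least 3 library SD above typical, normal starting fluorescence, not activating the receptor alone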;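 note: compound read alongside a low EC10 to EC30 dose of BAM8-22 agonist; peak minus trough fluorescence over baseline measured at the second addition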
# Target sequence (Q96LB2 whole entry, looked up): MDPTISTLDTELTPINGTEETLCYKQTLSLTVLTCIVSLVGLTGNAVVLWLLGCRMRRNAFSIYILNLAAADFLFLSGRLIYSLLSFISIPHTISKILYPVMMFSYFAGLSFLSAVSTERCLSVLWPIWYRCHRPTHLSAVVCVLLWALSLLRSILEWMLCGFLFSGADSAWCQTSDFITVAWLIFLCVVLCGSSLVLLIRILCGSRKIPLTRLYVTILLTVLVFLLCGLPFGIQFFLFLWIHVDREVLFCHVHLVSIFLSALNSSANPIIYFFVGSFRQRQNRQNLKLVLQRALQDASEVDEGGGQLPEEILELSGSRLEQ
# TRPC4 agonist – activators of mouse TRPC4 channel. 0.49% of 310,000 active. Q9QUQ5. B-score at 10 µM. HEK293 TRPC4beta/mu-opioid, Fluo4 calcium fluorescence; hits give high values;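 active = B-score above 5 SD of library B-scores, and initial fluorescence ratio not above library mean plus 5 SD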;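 note: positive B-score marks a calcium rise read as TRPC4 activation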
#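 Assay system: HEK293 stable line with TRPC4beta plus mu-opioid receptor; schedule: 45 min room-temperature Fluo4 loading, 110 s read; technique: kinetic Fluo4 calcium fluorescence; evaluation: integrated baseline-normalised fluorescence ratio, converted to per-well B score; controls: buffer (low) and maximal DAMGO (high)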
# TRPC6 inhibitor – blocks the mouse TRPC6 cation channel. Q61143. HEK293-TRPC6, membrane potential dye, ACh-evoked depolarization; hits give low values. 1.1% of 310,000 active. B-score at 10 µM;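 active = B-score under library mean minus 3 SD, initial fluorescence not abnormally high, positive integrated signal ratio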;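 note: B-score derived from integrated fluorescence ratio over the kinetic read; more negative B-score means stronger inhibition of depolarization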
# TRPC6 act – mouse TRPC6 channel activation. HEK293-TRPC6 membrane potential dye fluorescence; hits give high values. B-score at 10 µM. 0.13% of 310,000 active;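 active = B-score of the integrated fluorescence ratio above library mean plus 3 SD, and starting fluorescence ratio within library mean plus 5 SD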;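 note: higher score means more depolarization so channel activation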
# SKKanGAS inh – blocks kanamycin growth of S. pyogenes SKKanGAS strain; BacTiter-Glo, 6 h; inhibition, % at 7.5 µM; 1.3% of 300,000 active; AID 1662;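 active = mean replicate score, as percent of positive control median, at least 50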;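 note: strain carries kanamycin resistance gene driven by streptokinase promoter and grows in 40 µg/ml kanamycin; loss of luminescence reflects streptokinase promoter inhibition or plain growth inhibition; 0% = median of DMSO wells and 100% = positive control at its reference dose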
# MrgX1 antagonist – antagonists of human MrgX1 receptor; Q96LB2; MRGX1-HEK293 calcium flux, Fluo-4, BAM8-22 antagonism; hits give low values; B-score at 10 µM; 1.3% of 310,000 active; AID 588676;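 active = calcium-response B-score plate-corrected more than 3 library SD below zero, starting fluorescence within 5 deviations, no agonist response on first addition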;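 note: peak minus trough fluorescence over baseline after final BAM8-22 challenge near maximal dose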
# TRPC4 potent – allosterically enhances the mouse TRPC4 cation channel. Q9QUQ5. HEK293 TRPC4beta/mu-opioid, DAMGO EC20, Fluo-4 Ca2+ flux; hits give high values. B-score at 10 µM. 0.42% of 310,000 active;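 active = B-score of calcium response area above 5 SD of library B-scores, with initial fluorescence ratio within 5 SD of library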;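 note: B-score of integrated fluorescence ratio over time as area under calcium response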
# TMEM16A act – mouse TMEM16A channel activation, primary screen. Q8BHY3. HEK293 TMEM16A/YFP-H148Q/I152L, iodide quench fluorescence; hits give low values. B-score at 10 µM. 0.3% of 340,000 active;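 active = fluorescence-ratio B-score plate-corrected deviation score at least 3 library SD below zero, with starting fluorescence score within 5 deviations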;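 note: channel opened by trigger with iodide after compound preincubation; score built on the fluorescence ratio of max minus min over baseline; more negative score means more quench and so TMEM16A activation or potentiation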
# TMEM16A inh – mouse TMEM16A channel inhibition, primary screen | normalized B-score (activity score, 25-100; higher = stronger inhibition) at 10 µM | HEK293 TMEM16A/YFP iodide influx fluorescence, ionomycin | 1.2% of 310,000 active;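 active = ratio plate-corrected score three or more library SD toward inhibition, starting fluorescence score within five deviations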;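 note: score derived from kinetic fluorescence span divided by baseline fluorescence per well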
# MrgX1 agonist – human MrgX1 receptor agonism, primary screen; Q96LB2; MrgX1-HEK293 cells, Fluo-4 calcium fluorescence, agonist mode; hits give high values; B-score at 10 µM; 0.44% of 310,000 active;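 active = calcium response B-score plate-corrected fluorescence ratio at least 3 library SD, with starting fluorescence B-score inside 5 SD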
#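 Test system: Stable human MrgX1 HEK293 cell line | Schedule: Overnight plating before 1 h dye loading | Read-out basis: Baseline-normalised fluorescence change ratio, B-scored | Detection: Kinetic calcium dye fluorescence, Fluo-4 NW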
# Numbers without * were called inactive; i = inactive; nt = no result given.
molecule	TMEM16A act	MrgX1 allo act	TRPC6 inhibitor	SKKanGAS inh	TRPC4 potent	TMEM16A inh	MrgX1 agonist	TRPC6 act	MrgX1 antagonist	TRPC4 agonist	TRPC4 inh
CCn1cc(Cl)c(C(=O)NNC(=O)CCn2nc(C)c([N+](=O)[O-])c2C)n1	i	i	i	-2	i	i	i	i	i	i	i
CCC(=O)N1CCN=C1SCc1cccc(F)c1	i	i	i	-14	i	i	i	i	i	i	i
CC1CC(=O)NN=C1c1cccs1 (configuration not stated)	i	i	i	-9	i	i	i	i	i	i	i
Cn1c(NC(=O)CC(C)(C)C)cc(=O)n(C)c1=O	i	i	nt	nt	nt	i	i	nt	i	nt	nt
Cc1cc(Br)cc2c1N(C)C(=O)C2(c1ccc(O)cc1)c1ccc(O)cc1	i	i	i	-2	i	i	i	i	i	i	i
O=C(NCCc1ccccc1)c1nnc(CS(=O)(=O)c2ccccc2)o1	i	i	i	-1	i	i	i	i	i	i	i
Fc1ccc(Nc2nc(Oc3ccccc3F)nc(N3CCCC3)n2)cc1	i	i	i	9	i	i	i	i	i	i	i
COCc1ccc2oc(C(=O)O)cc2c1	i	i	i	1	i	i	i	i	i	i	i
COc1ccc(CN(C)C(=O)c2ccccc2Sc2ccccc2C#N)c(OC)c1	i	i	i	4	i	i	i	i	i	i	i
Cc1ccc(S(=O)(=O)N(C)CC(=O)O/N=C(\N)c2ccccn2)cc1	i	i	i	-4	i	i	i	i	i	i	i
CCOC(=O)N1CCN(C(=O)c2ccc3c(=O)n(Cc4ccc(OC)cc4)c(=S)[nH]c3c2)CC1	i	i	nt	nt	nt	i	i	nt	i	nt	nt
COc1ccc(CCNC(=O)c2cc(-c3ccco3)nc3ccccc23)cc1	nt	i	i	13	i	i	i	i	i	i	i
Cc1ccc2nc(NCCCN3CCOCC3)c(C=NCCCN3CCOCC3)c(=O)n2c1	i	nt	-8.9*	-6	i	nt	nt	i	nt	i	i
COc1ccc(-c2nnc(N(C)C(=O)c3cccnc3)s2)cc1	i	i	-5.2*	7	i	i	i	i	i	i	i
Cc1cc(C)cc(NC(=O)[C@@H](NC(=O)c2ccco2)C(C)C)c1	i	i	i	9	i	i	i	i	i	i	i
C=C(C)CSc1nnc(-c2ccccc2)n1N	i	i	i	1	i	i	i	i	i	i	i
CCC(=O)NC(Cc1ccccc1)c1nc2ccccc2[nH]1 (configuration not stated)	i	i	i	-1	i	i	i	i	i	i	i
COC(=O)CCCC1=CC2=CC(=O)C(C)(OC(=O)c3cccs3)C(=O)C2=CN1Cc1ccccc1 (configuration not stated)	i	i	i	2	i	i	i	i	i	i	i
COc1ccc(N(C(=O)CNC(=O)c2ccco2)C(C(=O)NC2CCCC2)c2cccnc2)cc1 (configuration not stated)	i	i	i	10	i	i	i	i	i	i	i
O=C(Nc1cccc(OC(=O)c2ccco2)c1)c1ccco1	i	i	i	-10	i	i	i	i	i	i	i
CC1CCCN(S(=O)(=O)c2ccc(NC(=O)CCN3C(=O)c4ccccc4C3=O)cc2)C1 (configuration not stated)	i	i	i	1	i	i	i	i	i	i	i
OC(c1ccc(Cl)cc1)c1nnc(-c2ccccc2)o1 (configuration not stated)	i	i	i	1	i	i	i	i	i	i	i
CCOCC(=O)Nc1nc(C)cc(C)n1	i	i	i	3	i	i	i	i	i	i	i
c1ccc(C2=NNC(=NCc3ccc4c(c3)OCO4)SC2)cc1	i	i	i	1	i	i	i	i	i	i	i
CCCCN(C)Cc1c(C)[nH]c2c(Cl)cccc2c1=O	i	i	i	1	i	i	i	i	i	i	i
C[C@@H](C(=O)O)[C@H]1C[C@]1(C)[C@H](NC(=O)OCc1ccccc1)c1ccccc1	i	i	i	6	i	i	i	i	i	i	i
CC1c2ccsc2CCN1C(=O)NC(=O)c1ccc(Cl)cc1 (configuration not stated)	i	i	i	5	i	i	i	i	i	i	i
O=C(Nc1ccccc1Cl)c1cc(=O)c2ccccc2o1	i	i	i	-3	i	i	i	i	i	i	i
COc1ccc(/C=N/n2cnc3c(sc(=S)n3-c3ccccc3)c2=O)cc1	i	i	i	-2	i	i	i	i	i	i	i
Cc1ccc(C2C(C#N)=C(N)Oc3cc4c(cc32)OCO4)cc1 (configuration not stated)	i	i	i	-2	i	i	i	i	i	i	i
CC(=O)c1ccc(OCC(=O)Nc2ccccc2N2CCCC2)cc1	i	i	i	-9	i	i	i	i	i	i	i
CC1CC(C)CN(C(=O)c2ccc3ccccc3c2)C1 (configuration not stated)	i	i	i	5	i	i	i	i	i	i	i
COc1cc(-c2c(NC(=O)c3ccco3)oc3c(C)cccc3c2=O)cc(OC)c1OC	i	i	i	0	i	i	i	i	i	i	i
c1ccc(-c2nc(N3CCCC3)nc3ccccc23)cc1	i	i	i	2	i	i	i	i	i	i	i
COc1ccccc1NC(=O)COc1ccc(CO)cc1Cl	i	i	i	-4	i	i	i	i	i	i	i
Cc1cccc(C)c1NC(=O)CN(C)C(=O)CSCc1c(C)noc1C	i	i	i	-3	i	i	i	i	i	i	i
COc1ccc2nc(N/C(N)=N/C(=S)Nc3cccc(C)c3)nc(C)c2c1	i	i	i	42	i	i	i	i	i	i	i
COc1ccccc1CN(CC(=O)NCc1ccco1)C(=O)CNS(=O)(=O)c1ccccc1	i	i	nt	-1	nt	i	i	nt	i	nt	nt
O=C(CCn1ccc([N+](=O)[O-])n1)NC1CCCCCC1	i	i	i	7	i	i	i	i	i	i	i
CCOP(=O)(/C(C#N)=C(\C)O)c1ccccc1 (configuration not stated)	i	i	i	1	i	i	i	i	i	i	i
C=CCNC(=O)c1ccc(C2SCC(=O)N2Cc2ccco2)cc1 (configuration not stated)	i	i	i	5	i	i	i	i	i	i	i
O=C(O)c1ccc(NCc2nc3ccccc3n2Cc2ccccc2)cc1	i	i	i	5	i	i	i	i	i	i	i
COc1ccc(C(C(=O)NC2CCCC2)N(CCO)C(=O)Cn2nnc(-c3ccc(C)o3)n2)cc1OC (configuration not stated)	i	i	i	-1	i	i	i	i	i	i	i
O=C(CSCc1c(Cl)cccc1Cl)NCC1CCCO1 (configuration not stated)	i	i	i	16	i	i	i	i	i	i	i
CCOc1ccccc1N1CCN(C(=O)c2ccc3c(c2)OCO3)CC1	i	i	i	3	i	i	i	i	i	i	i
O=C(Cc1ccsc1)N1CCc2c([nH]c3ccccc23)C1c1ccccn1 (configuration not stated)	i	i	i	-2	i	i	i	i	i	i	i
CC(=O)Nc1ccc(NC(=O)CN(C)CCC#N)cc1	i	i	i	-1	i	i	i	i	i	i	i
CC1=CC2=NC(=O)CC(C)(C(=O)N(CC(=O)NC3CCCC3)c3cc(C)cc(C)c3)N2C=C1 (configuration not stated)	i	i	i	-24	i	i	i	i	i	i	i
N#CCNC(=O)C1c2ccccc2Oc2ccccc21	i	i	i	-12	i	i	i	i	i	i	i
O=C(CSc1nnc(-c2ccncc2)n1Cc1ccco1)c1ccc(Cl)cc1	i	i	i	-2	i	i	i	i	i	i	i
COc1cccc(NC(=O)NCc2cccn2C)c1	i	i	i	-3	i	i	i	i	i	i	i
O=C(O)c1cccc(N=C2NC(=O)C(CO)(CO)S2)c1	i	i	i	-2	i	i	i	i	i	i	i
O=S(=O)(Nc1nnc(-c2ccccc2)s1)c1ccc(Cl)cc1	i	i	i	12	i	100*	i	i	i	i	i
Fc1ccc(NC2=NCCCCC2)cc1	i	i	i	9	i	i	i	i	i	i	i
Cc1cc(SCc2ccc(Br)cc2)nc(=O)[nH]1	i	i	i	-3	i	i	i	i	i	i	i
CCC1CCCCN1S(=O)(=O)c1ccc2[nH]c(=O)ccc2c1 (configuration not stated)	i	i	i	-5	i	i	i	i	i	i	i
Cc1cc(NC(=O)COC(=O)C(Cc2ccccc2)NC(=O)c2ccco2)no1 (configuration not stated)	i	i	nt	nt	nt	i	i	nt	i	nt	nt
CC(=O)Nc1ccccc1NC(=O)C/C(C)=N/NC(=O)c1cccnc1	i	i	i	-10	i	i	i	i	i	i	i
COc1ccc(Cl)cc1NC(=O)C(C)N1CCc2ccccc21 (configuration not stated)	i	i	i	-4	i	i	i	i	i	i	i
COc1cc(/C=C/c2cc[n+](C)cc2)ccc1OCC(=O)Nc1ccc(Cl)c(Cl)c1	i	i	i	60*	i	i	i	i	i	i	i

# Next part.
molecule	TMEM16A act	MrgX1 allo act	TRPC6 inhibitor	SKKanGAS inh	TRPC4 potent	TMEM16A inh	MrgX1 agonist	TRPC6 act	MrgX1 antagonist	TRPC4 agonist	TRPC4 inh
CCOc1ccc(-c2nnn(CC(=O)NCc3ccccc3)n2)cc1	i	i	i	-1	i	i	i	i	i	i	i
O=C(Cn1cc2c(n1)CCCC2)NCc1cccs1	i	i	i	-2	i	i	i	i	i	i	i
O=C(COc1cc2oc(=O)c3c(c2cc1Cl)CCC3)NCCCn1ccnc1	i	i	i	-12	i	i	i	i	i	i	i
COc1ccc2oc(-c3ccccc3)c(C(=O)N3CCOCC3)c2c1	i	i	i	3	i	i	i	i	i	i	i
O=C(Cn1nc(Cl)nc1Cl)c1ccc(F)cc1	i	i	i	-14	i	i	i	i	i	i	i
CCN(CC)C(=O)c1sc(N)c(C#N)c1C	i	i	i	-2	i	i	i	i	i	i	i
Cn1c(=O)oc2cc(S(=O)(=O)NCCN3CCN(c4ccccc4)CC3)ccc21	i	i	i	-11	i	i	i	i	i	i	i
COc1ccccc1C(=O)N1CCN(c2ccc(N3CCOCC3)nn2)CC1	i	i	i	14	i	i	i	i	i	i	i
Cc1ccc(CS(=O)(=O)c2nsc(C)c2C#N)cc1	i	i	i	-5	i	i	i	i	i	i	i

# Random draw from the library; overall some 6.7% were active at least once.
